Menin MLL FP TR – menin-MLL binding inhibition, Texas Red mutant peptide | O00255 | Menin + Texas Red MLL mutant peptide, fluorescence polarization | Potency, µM (highest dose often 61.6 µM), for the others: top-dose FP activity change, negative = inhibition, most hits filed as inhibitors | hit rate 0.23% among 270,000; active means well fitted inhibition curve with a large enough effect in the polarisation, with a control signal flat, not every such curve was filed as active; inconclusive means small, poorly fitted or top-dose-only effect, or effect the other way, or a change in a side signal; inactive means no such curve, though single readings can be large or run the other way; the % refers to the polarisation; further: potency means the concentration at half of the fitted maximal effect; % of control where 0% means no effect; many of its hits are not listed in these tables
Target sequence (O00255 whole entry, looked up): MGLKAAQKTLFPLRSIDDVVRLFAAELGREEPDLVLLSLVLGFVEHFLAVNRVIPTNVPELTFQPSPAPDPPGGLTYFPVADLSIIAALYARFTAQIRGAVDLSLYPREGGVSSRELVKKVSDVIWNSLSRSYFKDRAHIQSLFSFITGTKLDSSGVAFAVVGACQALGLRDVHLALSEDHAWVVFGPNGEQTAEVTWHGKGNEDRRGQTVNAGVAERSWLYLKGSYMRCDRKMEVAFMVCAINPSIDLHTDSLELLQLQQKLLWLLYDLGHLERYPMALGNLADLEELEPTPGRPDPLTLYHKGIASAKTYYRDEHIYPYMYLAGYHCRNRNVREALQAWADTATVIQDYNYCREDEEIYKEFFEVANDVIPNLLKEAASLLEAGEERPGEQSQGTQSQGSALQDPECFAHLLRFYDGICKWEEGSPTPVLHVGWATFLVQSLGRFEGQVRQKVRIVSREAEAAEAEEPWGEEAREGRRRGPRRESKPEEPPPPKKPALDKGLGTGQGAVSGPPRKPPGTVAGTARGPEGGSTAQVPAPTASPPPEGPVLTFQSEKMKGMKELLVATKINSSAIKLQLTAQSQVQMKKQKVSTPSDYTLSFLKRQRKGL
FBPA coupling cs – coupling enzyme interference in Giardia aldolase counter-screen; hit rate 0.67% among 290,000; activity change, negative = inhibition, % at 58.2 µM, hits read low; coupling enzyme system counterscreen, AmpLite Red fluorescence; in the data active means activity change below about -30%; further: on the % scale 0 is the no-effect control and ±100 the full control effect
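Fluorescence at 525 nm excitation and 598 nm emission measured inhibition of the coupled detection system without aldolase. Compounds (at 57.5 uM final) were preincubated 10 min at room temperature with coupling enzyme reagent before a 20 min substrate/AmpLite Red step.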
MLL CXXC-DNA inh – inhibitors of human MLL CXXC domain-DNA interaction; Q03164; Potency, µM (titrated, usually from 115 µM), inactives show top-dose activity change, negative = inhibition, hits mostly inhibitors; AID 2662; hit rate 0.037% among 290,000; MLL-CXXC / FITC-HOXA9 DNA fluorescence polarization; active means well fitted inhibition curve with a large enough effect in the polarisation, with a control signal flat, not every such curve was filed as active; inconclusive means small, poorly fitted or top-dose-only effect, or effect the other way, or a change in a side signal; inactive means no such curve, though single readings can be large or run the other way; the % refers to the polarisation; further: potency means the concentration at half of the fitted maximal effect
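Fluorescence polarization: 7 uM MLL-CXXC (stock) preincubated 5 min with compounds, then 50 nM fluorescein-HOX-A9 DNA (stock) added; 30 min ambient. Buffer 50 mM Tris-HCl pH 7.5, 50 mM NaCl, 1 mM DTT, 0.05% BSA.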
PKM2 activator – increases activity of human pyruvate kinase M2 | purified PKM2, Kinase-Glo ATP luminescence, activation; response scale: 0% is enzyme alone, no compound | Potency, µM (top dose mostly 57.5 µM), inactives show at the top dose activation, most hits filed as activators | hit rate 0.34% among 260,000 | AID 1631; further: potency means the concentration at half of the fitted maximal effect; on the % scale 0 is the no-effect control and ±100 the full control effect; nearly all actives have a fitted effect of over 55% in size
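Purified hPK-M2 (>95%) run at intermediate activity with 0.1 mM ADP and 0.5 mM PEP in 50 mM imidazole pH 7.2, KCl, MgCl2; 1 h room temperature. ATP formed read by Kinase-Glo luminescence; normalized to uninhibited and no-enzyme controls.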
hERG WT inh – blocks the wildtype human KCNH2 potassium channel. U2OS, BacMam KCNH2, thallium flux FluxOr; active compounds read low. hit rate 0.37% among 340,000. activity change, % at 1.84 µM;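 active means maximum activity change below -70%; inconclusive means maximum activity change between -70% and -50%; inactive means maximum activity change above -50%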; further: on the % scale 0 is the no-effect control and ±100 the full control effect
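U2OS cells transduced with wild-type KCNH2 virus are loaded with FluxOr dye for 45 min, and thallium flux is measured in kinetic reads before and after stimulation buffer. Rate constants are normalized to DMSO controls.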
Giardia kill – kills Giardia lamblia. Giardia lamblia trophozoite viability. hit rate 0.15% among 340,000. activity change, % at 7.66 µM, hits read low; in the data active means activity change below about -80%; inconclusive means between about -30% and that limit;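 further: parasites exposed to compound for two days anaerobically before the ATP read; on the % scale 0 is the no-effect control and ±100 the full control effect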
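Killing of trophozoites was scored by loss of ATP luminescence after a 48 hrs anaerobic exposure to compounds at 37 deg C, using 100 cells per well.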
USP2a block – blocks human ubiquitin-specific protease USP2a | USP2 core, Ub-CHOP2 coupled fluorogenic reporter, 485/531 | hit rate 0.01% among 330,000 | AID 463254 | O75604 | Potency, µM (series often up to 38.3 µM), without a hit: at the highest dose activity change, negative = inhibition, most hits filed as inhibitors;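 further: potency means the concentration at half of the fitted maximal effect; plate controls were DMSO wells for no effect and full inhibition by NEM control for full effect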
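USP2 core (10nM final) preincubated 30min RT with compound in 20mM Tris-HCl pH 8.0, 2mM CaCl2, 2mM beta-mercaptoethanol, 0.05% CHAPS; 25nM Ub-CHOP2 plus 25nM reporter substrate added, fluorescence (Ex485/Em531) read after 60min.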
TRPV1 agonist – agonists of human vanilloid receptor 1 (TRPV1). hit rate 0.19% among 320,000. activation, % at 8.33 µM. TRPV1-expressing cells, Fluo-8 calcium influx, agonist mode. Q8NER1. AID 540275; in the data active means activation above about 80%; inconclusive means between about 30% and that limit; further: 0% is about no effect
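TRPV1-expressing cells were cultured overnight at 35.5C and loaded with Fluo-8 calcium dye for 40 to 90 min at room temperature. After a 10 s baseline, compound was added and calcium influx was read kinetically for 3 min (ex 480/em 520 nm).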
B2AR arrestin – agonists driving beta-arrestin recruitment to human beta2-adrenergic receptor. hit rate 0.02% among 330,000. beta-arrestin recruitment to beta2AR, cell-based reporter. P07550. Potency, µM (doses to about 46.1 µM), for the others: at the top dose activation, actives largely listed as activators;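 further: potency means the concentration at half of the fitted maximal effect; 0% = DMSO controls and full agonism = EC100 isoproterenol or metaproterenol; nearly all actives have a fitted effect of over 65% in size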
Target sequence (P07550 whole entry, looked up): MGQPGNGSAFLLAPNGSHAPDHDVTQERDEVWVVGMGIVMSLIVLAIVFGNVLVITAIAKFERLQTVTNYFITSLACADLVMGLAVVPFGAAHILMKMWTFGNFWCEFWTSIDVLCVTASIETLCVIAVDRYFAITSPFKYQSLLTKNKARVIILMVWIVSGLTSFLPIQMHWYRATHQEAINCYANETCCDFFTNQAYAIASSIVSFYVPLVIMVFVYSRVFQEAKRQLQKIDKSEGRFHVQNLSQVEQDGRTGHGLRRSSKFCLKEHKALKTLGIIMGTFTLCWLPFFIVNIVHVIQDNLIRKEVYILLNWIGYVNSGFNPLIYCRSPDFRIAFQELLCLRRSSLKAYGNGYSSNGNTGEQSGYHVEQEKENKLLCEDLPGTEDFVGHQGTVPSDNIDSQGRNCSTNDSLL
KCNH2 3.1 inh – inhibitors of human KCNH2 3.1 potassium channel isoform. U2OS KCNH2 3.1, thallium flux FluxOr; active compounds read low. activity change, % (tested at about 1.8 µM). hit rate 0.95% among 340,000;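 active means maximum activity change below -70%; inconclusive means maximum activity change from -70% to -50%; inactive means maximum activity change above -50%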;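 further: thallium influx rate constant from kinetic fluorescence after stimulation buffer; on the % scale 0 is the no-effect control and ±100 the full control effect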
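U2OS cells transduced with KCNH2 3.1 mutant virus (1.77 x 10^8 /mL, 4 h), plated overnight at 37 C, loaded 45 min with FluxOr dye plus Red40 quencher. Thallium flux rate constant from kinetic reads after stimulation buffer, normalised to controls.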
GALK inh – inhibitors of human galactokinase. P51570. Purified GALK, Kinase-Glo residual ATP luminescence. Potency, µM (highest dose often 57.5 µM), for the others: at the top dose activity change, negative = inhibition, most hits filed as inhibitors. hit rate 0.007% among 270,000. AID 1868; further: potency means the concentration at half of the fitted maximal effect; on the % scale 0 is the no-effect control and ±100 the full control effect
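Compounds were pin-transferred into ATP buffer (35 uM final), then GALK plus galactose (5 nM, 100 uM final) was added. After 1 h at room temperature, Kinase-Glo Plus was added and luminescence read after 10 min.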
* marks the source's active call; other numbers are inactive results; & = joins results of further samples; [ ] = remark or other dose. Unless noted, the call rests on the fitted dose curve; in most records, active means well fitted curve in the direction sought with a large enough effect; inconclusive means small, poorly fitted or top-dose-only effect, or another doubt; inactive means no such curve, though single readings can be large; an effect the other way counts as inactive or inconclusive.

O=C(CN1C(=O)/C(=C/c2ccccc2)SC1=S)NC1C=CS(=O)(=O)C1 (stereo not given) was read as MLL CXXC-DNA inh 5%, hERG WT inh -8, Giardia kill 5, USP2a block 1%, TRPV1 agonist -1, B2AR arrestin 0.3%, KCNH2 3.1 inh 27 and GALK inh -4%.
`CCOc1cccc2sc(=NC(=O)c3ccco3)n(CC(=O)OC)c12` gave FBPA coupling cs -3, MLL CXXC-DNA inh 5%, PKM2 activator -5%, hERG WT inh -2, Giardia kill 12, USP2a block 0%, TRPV1 agonist 18, B2AR arrestin -0.8%, KCNH2 3.1 inh 13 and GALK inh 4%.
O=C(C1=C(O)C(=O)N(Cc2ccco2)C1c1cccs1)c1cccs1 (stereo not given) was read as Menin MLL FP TR 4%, FBPA coupling cs 7, MLL CXXC-DNA inh 10%, PKM2 activator 19%, hERG WT inh -4, Giardia kill -7, USP2a block 3%, TRPV1 agonist 0, B2AR arrestin 0.1%, KCNH2 3.1 inh 1 and GALK inh -2%.
Cn1c(SCc2nc3ccccc3n2CCO)nc2ccccc21 was read as Menin MLL FP TR -1%, FBPA coupling cs -4, MLL CXXC-DNA inh 0%, PKM2 activator 1%, hERG WT inh 1, Giardia kill 15, USP2a block 6%, TRPV1 agonist -3, B2AR arrestin -0.5%, KCNH2 3.1 inh 4 and GALK inh 0%.
`CC(C)C(NC(=O)c1ccc(C(C)(C)C)cc1)C(=O)NCc1ccccn1` (stereo not given) gave hERG WT inh 8, Giardia kill -1, USP2a block 2%, TRPV1 agonist 1, B2AR arrestin 0.4% and KCNH2 3.1 inh 4.
For CC(=O)N1N=C(c2ccc(Br)cc2)OC12CCCC2 the results were FBPA coupling cs 0, MLL CXXC-DNA inh 7%, PKM2 activator 1%, hERG WT inh -6, Giardia kill -16, USP2a block -1%, TRPV1 agonist 1, B2AR arrestin -0.8%, KCNH2 3.1 inh -3 and GALK inh 7%.
Screening CCOC(=O)N1CCC(NC(=O)c2cc(S(=O)(=O)N3CCOCC3)ccc2F)CC1 returned Menin MLL FP TR 3%, FBPA coupling cs 1, MLL CXXC-DNA inh -16%, PKM2 activator -3%, hERG WT inh 1, Giardia kill -22, USP2a block 3%, TRPV1 agonist inconclusive, B2AR arrestin 0.0%, KCNH2 3.1 inh -5 and GALK inh 6%.
Screening COc1ccc(CNC(=O)C2CC(C)=C(C)CC2C(=O)O)cc1OC (stereo not given) returned Menin MLL FP TR -15%, FBPA coupling cs 2, MLL CXXC-DNA inh 1%, PKM2 activator 0%, hERG WT inh 1, Giardia kill 7, USP2a block 2%, TRPV1 agonist 1, B2AR arrestin 0.4%, KCNH2 3.1 inh -4 and GALK inh 0%.
For Cc1ccc(-c2cc(N)n3nc(-c4ccc(C)cc4)cc3n2)cc1 the results were Menin MLL FP TR inconclusive, FBPA coupling cs 0, MLL CXXC-DNA inh 15%, PKM2 activator 1%, hERG WT inh -10, Giardia kill 0, USP2a block -1%, TRPV1 agonist -2, B2AR arrestin -2.5%, KCNH2 3.1 inh 4 and GALK inh -4%.
CC(C)n1c(C(=O)OCC(=O)NCc2ccc3c(c2)OCO3)cc2occc21 was read as Menin MLL FP TR -16%, FBPA coupling cs -6, MLL CXXC-DNA inh 0%, PKM2 activator -8%, hERG WT inh 3, Giardia kill -6, USP2a block -3%, TRPV1 agonist 10, B2AR arrestin 0.2%, KCNH2 3.1 inh -9 and GALK inh 2%.
Cc1ccc(CNC(=O)C(=O)NCC2OCCN2S(=O)(=O)c2cccs2)cc1 (stereo not given) was read as Menin MLL FP TR 5%, FBPA coupling cs 1, MLL CXXC-DNA inh 0%, PKM2 activator -1%, hERG WT inh -2, Giardia kill 24, USP2a block 1%, TRPV1 agonist -2, B2AR arrestin -0.4% and KCNH2 3.1 inh -17.
Cc1[nH]c(=O)[nH]c(=O)c1S(=O)(=O)N1CCCC(C(=O)N2CCC(Cc3ccccc3)CC2)C1 (stereo not given) was read as Menin MLL FP TR -2%, FBPA coupling cs 2, MLL CXXC-DNA inh 5%, PKM2 activator 2%, hERG WT inh 5, Giardia kill 16, USP2a block 2%, TRPV1 agonist -1, B2AR arrestin -0.5%, KCNH2 3.1 inh 12 and GALK inh 1%.
`O=C(O)c1ccn(COc2ccc(Br)cc2)n1` gave Menin MLL FP TR -4%, FBPA coupling cs 4, MLL CXXC-DNA inh -1%, PKM2 activator 3%, hERG WT inh -1, Giardia kill -15, USP2a block 4%, TRPV1 agonist 0, B2AR arrestin -0.1%, KCNH2 3.1 inh -11 and GALK inh 1%.
Cc1nn(Cc2ccccc2)c(C)c1C(=O)N1CCN(CC(=O)Nc2ccccc2Cl)CC1 was read as hERG WT inh 0, Giardia kill inconclusive, USP2a block 2%, TRPV1 agonist 11, B2AR arrestin 0.2% and KCNH2 3.1 inh -1.
Screening CCOc1cccc2sc(N(CCN(C)C)C(=O)/C=C/c3cccs3)nc12 returned MLL CXXC-DNA inh 29%, hERG WT inh -23, Giardia kill -17, USP2a block 2%, TRPV1 agonist 4, B2AR arrestin -0.5%, KCNH2 3.1 inh inconclusive and GALK inh -1%.
For O=C(O)C1=CCNCC1 the results were Menin MLL FP TR -7%, FBPA coupling cs 0&-1, MLL CXXC-DNA inh -3%, hERG WT inh -3, Giardia kill 3 and KCNH2 3.1 inh 6.
COc1ccc(C(=O)Nc2ccccc2C(=O)Nc2cc(C)ccn2)cc1 was read as Menin MLL FP TR 52%[activator], FBPA coupling cs -3, MLL CXXC-DNA inh -5%, PKM2 activator -3%, hERG WT inh 3, Giardia kill -24, USP2a block -4%, TRPV1 agonist 25, B2AR arrestin 1.0%, KCNH2 3.1 inh -16 and GALK inh 6%.
Screening COc1cc(C(=O)NCC(=O)N2CC=C(c3ccccc3)CC2)cc(OC)c1OC returned hERG WT inh -21, Giardia kill -4, USP2a block -1%, TRPV1 agonist -2, B2AR arrestin -0.8% and KCNH2 3.1 inh 5.
N#Cc1c(-c2ccco2)nc(SCc2ccc(F)cc2)[nH]c1=O was read as Menin MLL FP TR inconclusive, FBPA coupling cs 3, MLL CXXC-DNA inh -8%, PKM2 activator 1%, hERG WT inh -1, Giardia kill 3, USP2a block 1%, TRPV1 agonist -1, B2AR arrestin 0.1%, KCNH2 3.1 inh -1 and GALK inh -12%.
`COc1ccc(NS(=O)(=O)c2cccc(C(=O)NNC(=O)c3ccccc3OC)c2)cc1` gave hERG WT inh 5, Giardia kill -27, USP2a block -3%, TRPV1 agonist -2, B2AR arrestin -0.2% and KCNH2 3.1 inh 2.
`CC(C)c1ccc(Nc2c([N+](=O)[O-])c(=O)n(C)c3ccccc23)cc1` gave FBPA coupling cs 0, MLL CXXC-DNA inh -12%, PKM2 activator 2%, hERG WT inh -2, Giardia kill 0, USP2a block 6%, TRPV1 agonist 13, B2AR arrestin -0.1%, KCNH2 3.1 inh 0 and GALK inh -3%.
For CC(CCc1ccccc1)NC(=O)CSc1cccc[n+]1[O-] (stereo not given) the results were Menin MLL FP TR -1%, FBPA coupling cs 1, MLL CXXC-DNA inh 0%, PKM2 activator 0%, hERG WT inh 0, Giardia kill 23, USP2a block 1%, TRPV1 agonist -1, B2AR arrestin -0.1%, KCNH2 3.1 inh 7 and GALK inh 8%.
`c1cc2c(cc1C1=NNC(=NC3CC3)SC1)OCCO2` gave Menin MLL FP TR -1%, FBPA coupling cs 2, MLL CXXC-DNA inh -5%, PKM2 activator -73%, Giardia kill inconclusive, USP2a block -1%, TRPV1 agonist 1, B2AR arrestin 0.1%, KCNH2 3.1 inh -8 and GALK inh inconclusive.
For CCC(C)[C@H](NC(=O)N1CCC(C)CC1)C(=O)OC (stereo not given in full) the results were FBPA coupling cs 0, MLL CXXC-DNA inh -2%, PKM2 activator 0%, hERG WT inh -4, Giardia kill 23, USP2a block 3%, TRPV1 agonist 2, B2AR arrestin 0.1%, KCNH2 3.1 inh 14 and GALK inh 8%.
COc1cccc(NC(=O)c2ccccc2OCc2c(C)noc2C)c1 was read as hERG WT inh -15, Giardia kill 14, USP2a block 0%, TRPV1 agonist inconclusive, B2AR arrestin 0.3% and KCNH2 3.1 inh 10.
O=C(OCc1cn(-c2ccc(Cl)cc2)nn1)c1ccccc1 was read as Menin MLL FP TR -27%, FBPA coupling cs 0, MLL CXXC-DNA inh 20%, PKM2 activator -8%, hERG WT inh -6, Giardia kill -1, USP2a block 0%, TRPV1 agonist inconclusive, B2AR arrestin 0.5%, KCNH2 3.1 inh -23 and GALK inh 0%.

Only part of the results is shown; rates above refer to the full screens.
